Assay outcomes: PubChem BioAssay, several laboratories
T cell HTS: modulates CD8 T cell binding to vesicles; 0.068% of 330,000 active; 2C CD8+ T cell-vesicle binding, flow cytometry; hits give low values; calls only at 7 µM;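 active = response, share of CD8 T cells binding vesicles, and their 90th percentile fluorescence all below set limits, cut at about 80% in these data, passing the limit was not always enough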
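Also added: QL9-peptide-loaded Drosophila micro-vesicles bearing Ld, ICAM-1 and B7-1; Test system: purified 2C TCR transgenic mouse naive CD8+ T cells; Measured by: cytometric PE anti-B7-1 and Alexa647 anti-CD8 signals after 1% paraformaldehyde fixation; Timing: binding step 1.5 h, 37 °C, antibody labelling 20 min, ice.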
Hep lipid drop: modulators of hepatic lipid droplet formation; AML12 mouse hepatocytes, oleate lipid droplets, BODIPY imaging; inhibition, % at 6.5 µM; AID 1656; 0.4% of 240,000 active;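 active = lipid droplet intensity inhibited by at least 50%, with more than 500 cells counted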
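Test system: AML12 hepatocytes (mouse); reagent: oleate loading, 100 µM; dosing: one dose, 6.5 µM compound; incubation: overnight exposure; signal: fluorescence imaging, 20x objective, two fields per well; read-out basis: % inhibition of corrected integrated BODIPY droplet signal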
PMI inhibitors: MPI enzyme activity inhibition – biochemical, fluorescence intensity, coupled assay, primary screen (AID 1209). purified PMI enzyme, coupled fluorescence intensity; higher % means a stronger effect. 0.42% of 190,000 active. one-dose inhibition, % at 20 µM; IC50 in µM for titrated hits;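 note: plate controls were DMSO vehicle for no effect and wells lacking substrate for full effect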
TNAP activation fold: stimulation of alkaline phosphatase TNAP activity – biochemical, luminescent, no phosphate acceptor, uHTS, primary screen (AID 1001); purified TNAP, luminescent activation assay, no phosphate acceptor; higher activation fold means a stronger effect; activation fold at 20 µM, or EC50 in µM where a hit was titrated; 0.03% of 200,000 active; in the data active = activation fold from about 3, or a potency from the dose series; inactive = the rest, 99 in 100 with activation fold below about 1.6; note: many of its hits are not listed in these tables
MT stabilizer: microtubule stabilizers in HeLa cells. 0.83% of 200,000 active. HeLa tubulin immunostaining HCS, 24 h; share of cells brighter than vehicle mean+2SD. % tubulin-high responders, % at 10 µM;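 active = plate Z-score above 3 for both tubulin-high and condensed-nucleus cell shares, with cell loss under 80%, at 10 µM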;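 note: anti alpha tubulin signal scored within the nucleus-defined area of each cell; some results filed as inactive read as strong as hits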
Ins promoter up: MIN6 insulin promoter up-regulation | MIN6 insulin promoter-GFP reporter, high-content imaging; hits give high values | z-score at 5 µM | 0.3% of 190,000 active | AID 1625;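 active = z-score above 3 at 5 µM with at least 500 cells counted in the well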
b-catenin transl: alters nuclear translocation of beta-catenin in HeLa cells; immunofluorescence imaging; AID 1665; nuclear translocation activity, % at 5 µM; 0.3% of 190,000 active;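 active = nuclear translocation activity above 50% at 5 µM, with a well cell count of 50 or more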;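 note: per-cell ratio of nuclear to cytoplasmic median beta-catenin stain intensity; plate controls were DMSO negative control for no effect and GSK-3 inhibitor IX positive control for full effect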
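System: Human HeLa cells, endogenous beta-catenin | Compound dosing: 5 µM primary, 0.02–20 µM confirmation | Timing: 24 h compound exposure at 37°C, 5% CO2 | Measured by: Fluorescence imaging of beta-catenin antibody stain plus DAPI | Read-out basis: % activation of per-cell nuclear versus cytoplasmic median beta-catenin signal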
Autophagy HCS: modulators of autophagy; MEF GFP-LC3 puncta imaging; test concentration mostly 10 µM; calls only at 10 µM (by protocol); 0.98% of 190,000 active;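 active = percentage of spot-positive cells more than 3 SD above its plate mean, without a fluorescence outlier flag or 80% toxicity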;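 note: spot-positive cell cutoff set from DMSO-treated cells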
PMI inhibition: human PMI inhibitors, high substrate, primary screen, biochemical, fluorescence intensity, high mannose 6-phosphate (AID 1220); recombinant PMI enzyme, coupled fluorescence intensity; higher % means a stronger effect; inhibition, % at 20 µM; hits with a dose series show IC50 in µM; 0.66% of 190,000 active
Ins promoter up cell count: also measured in Ins promoter up; calls as there; cell count; measured here: cytotoxicity, nuclei count;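 total cells summed across four imaged fields per well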
Hep lipid drop cells 6.5 µM: second read-out of Hep lipid drop, no call of its own (marks repeat the call); cell count; measured here: cell count, cytotoxicity flag;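 cells counted across two imaged fields per well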
b-catenin transl cell count 5 µM: recorded beside b-catenin transl, whose call it bears; cell count; measured here: cell count, cytotoxicity flag
T cell HTS vesicle-bound %: recorded beside T cell HTS, whose call it bears; double positive events, %; measured here: CD8+ vesicle-bound cell fraction;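 binding gate set so that unloaded-vesicle control wells show 10% double positive cells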
MT stabilizer Hoechst-high %: further read-out of MT stabilizer, marked with its call; % Hoechst-high responders; measured here: nuclear condensation Hoechst responders;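 share of cells brighter than vehicle mean plus two SD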
MT stabilizer cytotoxicity %: also measured in MT stabilizer; calls as there; toxicity, %; measured here: cytotoxicity by cell density;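 0% = mean cell density of plate MIN control wells and 100% = no cells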
Autophagy HCS cell loss 18 h: further read-out of Autophagy HCS, marked with its call; toxicity, %; measured here: cell loss, nuclei count;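 cell loss after 18 h compound exposure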
* = called active by the depositor; i = inactive; x = not tested or not shown. Cut-off read from the data, not from the text of the source, unless noted: active = inhibition above about 50%; inactive = the rest.

SMILES	T cell HTS	T cell HTS vesicle-bound %	Hep lipid drop	Hep lipid drop cells 6.5 µM	PMI inhibitors	TNAP activation fold	MT stabilizer	MT stabilizer Hoechst-high %	MT stabilizer cytotoxicity %	Ins promoter up	Ins promoter up cell count	b-catenin transl	b-catenin transl cell count 5 µM	Autophagy HCS	Autophagy HCS cell loss 18 h	PMI inhibition
Cc1ccccc1C1C(C#N)=C2N=C(N)c3c(sc4c3CCCCC4)N2C2=C1C(=O)CC(C)(C)C2 (stereo not given)	i	66	x	x	-3%	1	2.5	1.3	5.1	-0.2	1621	1.0	1390	i	-17	-6%
Cc1nc2ccccc2n1C1CC(=O)N(N(C)C)C1=O (stereo not given)	i	48	2	776	-2%	1	2.9	2.0	4.2	-1.7	940	-1.6	1197	i	-2	-6%
CCCc1cc(=O)[nH]c(SCC(=O)N(CC)C2CCS(=O)(=O)C2)n1 (stereo not given)	i	34	-14	820	-6%	1.1	2.8	1.6	2.8	0.68	815	-3.0	1054	i	6	-8%
CCOCCCNCC(=O)N1CCN(S(=O)(=O)c2ccc(C)cc2)CC1	i	9	-2	646	13%	1.1	3.2	2.8	9.8	0.5	1929	-1.9	1046	i	32	13%
NS(=O)(=O)c1cccc(NC(=O)CNC(=O)CC23CC4CC(CC(C4)C2)C3)c1	i	27	2	727	1%	1.1	4.3	1.6	8.5	-0.32	1157	-2.7	1042	i	3	3%
CCn1c(O)c(/C=N/N=C2CCCCC2)c2cc(C3=NNC(=O)CC3)ccc21	i	52	12	685	x	x	x	x	x	-0.48	950	3.2	1362	x	x	x
Cc1ccc(CNC(=O)c2nc3nc(C)cc(C)n3n2)cc1	i	22	x	x	-15%	1	3.5	1.5	6.3	0.03	1539	0.8	1420	i	6	-9%
CCCN(CC#CC(O)(c1ccccc1)c1cccnc1)CCC (stereo not given)	i	34	-10	665	1%	1	3.4	2.5	4.2	-0.7	1579	0.5	1565	i	11	-2%
O=C(Nc1nnc(-c2ccco2)o1)c1ccc(N2C(=O)CCC2=O)cc1	i	55	22	653	-8%	1.1	2.0	3.4	4.7	-0.38	1056	-0.5	1061	i	-9	0%
CN(C)CC1CCCCC1OC(=O)c1ccc(Cl)cc1 (stereo not given)	i	39	-38	676	1%	1.2	4.5	1.5	8.6	0	1390	-3.4	1237	i	15	-4%
Cc1ccccc1C(=O)Nc1nnc(-c2ccco2)s1	i	45	2	655	-6%	1.1	6.2	1.9	15	-0.27	1306	0.4	1084	i	-14	3%
Cc1cc2c(c(=O)n1CCc1ccccc1)C(c1ccco1)C(C#N)=C(N)O2 (stereo not given)	i	55	14	817	-4%	1	2.3	1.7	8.1	x	x	x	x	i	-7	-10%
COc1ccc(C)cc1NC(=O)C1CC(=O)OC12CCCCC2 (stereo not given)	i	47	-2	750	3%	1.1	1.6	1.3	10	0.89	918	x	x	i	-3	-2%
Cn1nc(C(C)(C)C)cc1C(=O)NCc1cc(F)cc2c1OCOC2	i	24	-64	635	x	x	x	x	x	-1.9	942	0.7	1218	x	x	x
COc1ccc(CNC(=O)COC(=O)c2ccco2)cc1	i	22	-3	585	6%	1	3.5	2.0	8.6	0.45	1441	0.9	1470	i	39	4%
COc1ccccc1CC1(C)NC(=O)N(CC(=O)Nc2cc(C)on2)C1=O (stereo not given)	i	15	-3	776	20%	1.1	2.6	1.6	55	0.25	1268	-1.5	1083	i	12	12%
COc1ccc(NC(C)=O)cc1NC(=O)CSc1nnc(-c2cccnc2)n1C	i	43	x	x	12%	1.1	4.7	2.6	5.8	-0.07	846	-1.4	687	i	3	6%
Cc1cc(Sc2ncnc(N)c2[N+](=O)[O-])ncn1	i	26	2	705	-8%	1.2	4.0	1.9	13	-0.36	1465	-3.5	1114	i	0	-10%
Cc1ccccc1NC(=O)C(=O)N/N=C/c1cccc(Br)c1	i	41	34	726	-9%	1	5.3	2.0	5.2	0.01	1328	x	x	i	4	-15%
CCOc1ccc(Nc2nc(C)cc(C)c2C#N)cc1	i	25	-3	632	1%	1.1	4.4	2.8	7.1	0.65	1738	-1.1	1129	i	5	-6%
O=C(NC(NC(=S)Nc1ccccc1C(=O)O)C(Cl)(Cl)Cl)c1ccco1 (stereo not given)	i	3	-7	597	11%	1	4.1	2.7	10	x	x	-0.9	1088	i	-3	-2%
Cn1cnnc1SCC(=O)N1CCN(C(=O)c2ccco2)CC1	i	44	1	682	-36%	1	2.1	1.5	6.8	0.35	1172	-0.9	1071	i	6	-25%
COc1c2ccoc2nc2c(OC)c(OCC(OC(C)=O)C(C)(C)O)ccc12 (stereo not given)	i	19	-9	708	-1%	1	2.3	1.4	8.2	0.26	1301	-2.0	1081	i	1	2%
Cc1ccc(CN2C(=O)C3CCCN3c3ccc(S(=O)(=O)N4CCOCC4)cc32)cc1 (stereo not given)	i	18	x	x	-17%	1.2	4.6	2.8	7.7	-0.18	1313	x	x	i	-2	-28%
CCC(=O)OCCNc1cc(Sc2nc3ccccc3[nH]2)c2nonc2c1[N+](=O)[O-]	i	32	-11	611	14%	0.9	2.2	1.7	10	0.21	1364	-1.3	1140	i	-5	28%
SMILES	T cell HTS	T cell HTS vesicle-bound %	Hep lipid drop	Hep lipid drop cells 6.5 µM	PMI inhibitors	TNAP activation fold	MT stabilizer	MT stabilizer Hoechst-high %	MT stabilizer cytotoxicity %	Ins promoter up	Ins promoter up cell count	b-catenin transl	b-catenin transl cell count 5 µM	Autophagy HCS	Autophagy HCS cell loss 18 h	PMI inhibition
N/C(COc1cc(Cl)cc(Cl)c1)=N\O	i	45	5	648	x	x	x	x	x	0.06	1087	-1.2	1295	x	x	x
O=C(O)c1ccccc1C(=O)Nc1ccc(Oc2cccc(C(F)(F)F)c2)nc1	i	28	8	693	x	x	x	x	x	0.01	1169	-0.9	1291	x	x	x
CS(=O)(=O)N(CC(=O)Nc1ccc2c(c1)OCO2)c1ccccc1	i	41	x	x	4%	1	2.8	3.0	11	-0.3	1221	-3.0	949	i	13	20%
O=C(CCn1c(=O)oc2ccccc21)N(Cc1ccccc1)c1ccccc1	i	33	-41	663	5%	1.1	3.4	1.5	13	-0.3	1460	-1.8	1155	i	11	6%
O=C(Nc1ccccn1)c1cc(-c2cccnc2)nc2ccc(Br)cc12	i	60	-30	617	10%	1	5.0	3.0	2.6	-0.21	1481	0.0	1055	i	49	2%
O=[N+]([O-])c1ccc2c(c1)nc1n2CCN(CC2CCCO2)C1 (stereo not given)	i	18	x	x	-37%	1.1	1.1	0.7	2.7	-0.09	1491	0.1	1526	i	-15	-41%
O=C(c1ccc(NC2=NC3CS(=O)(=O)CC3S2)cc1)N1CCN(Cc2ccccc2)CC1 (stereo not given)	i	19	x	x	0%	1.1	2.4	4.0	6.0	0.68	934	x	x	i	-1	0%
C=CCN1C(=O)/C(=C2/Sc3ccc(OC)cc3N2C)SC1=Nc1ccccc1	i	9	3	654	4%	1.2	0.5	0.8	2.0	-0.16	1379	-1.5	984	i	-25	-2%
O=C(c1cccs1)N1CCc2ccccc21	i	5	-7	705	10%	1.1	3.7	1.8	4.8	0.38	1226	-1.7	1028	i	-1	7%
CCOc1ccc(Cc2nc(C)c(CC(=O)N3CCOCC3)c(=O)[nH]2)cc1	i	14	x	x	2%	1.1	6.6	4.0	6.6	0.36	1487	0.5	1415	i	-18	4%
FC(F)(F)c1ccc(Cl)c(-n2c(-c3cc(C4CC4)[nH]n3)n[nH]c2=S)c1	i	26	4	676	x	x	x	x	x	0.59	1444	-5.5	1138	x	x	x
Cc1cc(C)c(NC(=O)CSc2nc(COc3ccccc3)nc3ccccc23)c(C)c1	i	22	x	x	0%	1	3.7	3.1	13	-0.03	607	-5.4	982	i	-8	-2%
O=C(Nc1ccc(-c2csc(Nc3ccccc3)n2)cc1)c1cccc(C(F)(F)F)c1	i	13	7	749	x	x	x	x	x	-1.7	779	-1.7	1339	x	x	x
CCOC(=O)c1cnc2c(-c3ccccc3)cnn2c1C	i	51	6	650	-2%	1.1	3.8	3.0	6.3	-0.75	1230	0.1	1146	i	6	0%
CC1(C)Cc2c(cnn2-c2ccccc2)C(=O)/C1=N\NC(=O)c1ccccc1O	i	15	-1	773	6%	1	1.6	1.5	11	0.65	909	2.2	1061	i	-8	-6%
COc1cccc2cc(C(=O)NCc3ccco3)c(=Nc3ccc(C(=O)O)cc3)oc12	i	19	12	780	0%	1	2.5	1.3	0.3	2.2	681	x	x	i	39	-6%
CCCCCCC(=O)Oc1cccc(N2C(=O)C3CCCCC3C2=O)c1 (stereo not given)	i	19	5	754	2%	1.1	2.0	2.1	4.9	0.49	1155	-1.3	1140	i	-19	4%
CCn1cc(C(=O)O)c(=O)c2cc(F)c(N/N=C/c3ccccc3)cc21	i	46	22	541	20%	1.1	2.4	3.6	5.2	-0.54	1105	1.8	937	i	-5	10%
CCN(CC)c1ccc(/C=C2\NC(=O)NC2=O)cc1	i	56	14	611	10%	1.1	14	15	41	-0.42	1510	7.2	727	i	39	9%
CN(CC(=O)Nc1ccccc1C(F)(F)F)C(=O)CSc1nnnn1C	i	49	4	699	0%	1.1	5.7	2.0	6.1	0.32	1282	-0.9	1170	i	4	-4%

Fetched by structure from the list above:
SMILES	T cell HTS	T cell HTS vesicle-bound %	Hep lipid drop	Hep lipid drop cells 6.5 µM	PMI inhibitors	TNAP activation fold	MT stabilizer	MT stabilizer Hoechst-high %	MT stabilizer cytotoxicity %	Ins promoter up	Ins promoter up cell count	b-catenin transl	b-catenin transl cell count 5 µM	Autophagy HCS	Autophagy HCS cell loss 18 h	PMI inhibition
FC(F)(F)c1ccc(Cl)c(-n2c(-c3cc(C4CC4)[nH]n3)n[nH]c2=S)c1	i	26	4	676	x	x	x	x	x	0.59	1444	-5.5	1138	x	x	x
CCn1cc(C(=O)O)c(=O)c2cc(F)c(N/N=C/c3ccccc3)cc21	i	46	22	541	20%	1.1	2.4	3.6	5.2	-0.54	1105	1.8	937	i	-5	10%
CC1(C)Cc2c(cnn2-c2ccccc2)C(=O)/C1=N\NC(=O)c1ccccc1O	i	15	-1	773	6%	1	1.6	1.5	11	0.65	909	2.2	1061	i	-8	-6%
CCN(CC)c1ccc(/C=C2\NC(=O)NC2=O)cc1	i	56	14	611	10%	1.1	14	15	41	-0.42	1510	7.2	727	i	39	9%
